Assay outcomes (PubChem)
AGP1-GFP MLPCN: modulators of TOR pathway AGP1-GFP in S. cerevisiae. AID 2066. GFP response vs DMSO, % at 10 µM. S. cerevisiae AGP1-GFP multiplex flow cytometry, 3 h; GFP as percent of DMSO wells. 320,000 compounds, 0.02% hits;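 active means GFP response relative to DMSO above a set limit, near screen average plus 3 SD, cut at about 150% in these data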;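 further: median GFP channel fluorescence of the gated AGP1 strain per well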
GLD-1 RNA inh: GLD-1-TGE RNA interaction inhibition (C. elegans); inhibition, % at 5.96 µM; purified GLD-1 + fluorescein TGE RNA, fluorescence polarization; Q17339; 320,000 compounds, 0.44% hits;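 active means percent inhibition above a per-plate cutoff, the plate mean of test compounds plus 3 SD, cut at about 30% in these data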;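 further: 0% = DMSO wells with GLD-1 and probe and 100% = wells lacking GLD-1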
Bcl-xL primary: blocks human Bcl-xL binding to Bim BH3 peptide; GST-Bcl-xL / FITC-Bim BH3 peptide fluorescence polarization; Q07817; 320,000 compounds, 0.7% hits; inhibition, % at 10.9 µM;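 active means inhibition above the mean of all tested compounds plus 3 SD, cutoff set per campaign, cut at about 30% in these data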;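 further: 0% = DMSO wells and 100% = unlabeled Bim-BH3 peptide competitor; inhibitors lower millipolarization by displacing the labeled peptide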
MEX-5 binding: C. elegans MEX-5 TCR-2 RNA binding activity; Q9XUB2; MEX-5/FITC-TCR2 RNA binding, fluorescence polarization; hits give low values; activity score (negative = inhibition of binding), % at 10 µM; 300,000 compounds, 0.38% hits; AID 1832;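 active means inhibition past about -25% in most replicates, and total fluorescence under double the plate's negative control median, limit read from the data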;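 further: 0% = DMSO and -100% = 5 µM competing unlabeled TCR2 RNA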
GRK2 aptamer HTS: human GRK2 inhibition via aptamer displacement. P25098. bead flow cytometry, FAM-aptamer displacement from GRK2. inhibition of aptamer binding, % at 10 µM. 330,000 compounds, 0.59% hits. AID 488847;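 active means inhibition of aptamer binding above 40%, roughly 3 SD of noise, on plates passing a quality check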;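 further: median bead fluorescence of bound FAM aptamer so fluorescent compounds give negative values; no value below 0 was filed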
VLA-4 inh: inhibition in a human VLA-4 binding assay; VLA-4 expressing cells, ligand binding flow cytometry; inhibition, % (about 7 µM as worked out from the volumes in the protocol); 330,000 compounds, 0.2% hits; AID 2557; in the data active means inhibition above about 50%
Target sequence (P13612 whole entry, looked up): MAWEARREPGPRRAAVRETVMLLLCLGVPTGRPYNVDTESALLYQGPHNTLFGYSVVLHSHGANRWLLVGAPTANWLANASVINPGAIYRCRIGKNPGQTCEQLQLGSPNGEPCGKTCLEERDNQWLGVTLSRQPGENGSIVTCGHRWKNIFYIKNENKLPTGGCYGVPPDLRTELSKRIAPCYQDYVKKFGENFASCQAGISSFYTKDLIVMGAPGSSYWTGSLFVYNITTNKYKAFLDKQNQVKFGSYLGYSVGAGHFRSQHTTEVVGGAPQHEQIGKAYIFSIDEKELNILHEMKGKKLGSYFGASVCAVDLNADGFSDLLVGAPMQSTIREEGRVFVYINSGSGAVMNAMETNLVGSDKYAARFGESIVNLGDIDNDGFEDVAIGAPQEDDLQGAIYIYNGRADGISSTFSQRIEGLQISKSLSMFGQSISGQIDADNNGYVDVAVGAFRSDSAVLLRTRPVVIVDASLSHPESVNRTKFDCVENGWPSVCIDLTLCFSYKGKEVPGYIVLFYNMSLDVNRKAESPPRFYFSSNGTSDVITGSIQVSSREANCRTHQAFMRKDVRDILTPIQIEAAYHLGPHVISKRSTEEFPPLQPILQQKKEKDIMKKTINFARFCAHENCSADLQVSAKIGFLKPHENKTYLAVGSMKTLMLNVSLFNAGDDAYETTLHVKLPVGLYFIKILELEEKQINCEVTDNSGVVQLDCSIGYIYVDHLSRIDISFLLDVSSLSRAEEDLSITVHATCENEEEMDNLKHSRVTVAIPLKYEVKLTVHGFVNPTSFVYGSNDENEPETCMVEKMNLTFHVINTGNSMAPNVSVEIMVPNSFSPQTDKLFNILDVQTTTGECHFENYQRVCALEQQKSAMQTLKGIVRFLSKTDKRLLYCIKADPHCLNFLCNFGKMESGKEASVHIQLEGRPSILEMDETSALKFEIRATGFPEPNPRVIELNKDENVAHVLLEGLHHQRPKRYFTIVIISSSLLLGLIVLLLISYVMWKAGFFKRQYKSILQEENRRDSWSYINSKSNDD
CIT2 TOR yeast: modulators of TOR pathway CIT2-GFP in S. cerevisiae | GFP response vs DMSO, % at 10 µM | 320,000 compounds, 0.065% hits | S. cerevisiae CIT2-GFP strain, flow cytometry, 3 h; 100 means same as DMSO wells;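 active means GFP response relative to DMSO above a set limit, near the screen mean plus 3 SD, cut at about 150% in these data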;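 further: ratio of well median GFP fluorescence to mean of DMSO wells on the plate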
Fam108B counter: Fam108B inhibition, counter-screen for RBBP9 inhibitors | recombinant Fam108B, FP-Rh probe fluorescence polarization | inhibition, % at 9.51 µM | 300,000 compounds, 0.33% hits | AID 1947;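 active means inhibition above the screen mean inhibition plus 3 SD, computed separately per campaign, cut at about 18% in these data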;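 further: inhibitors lower polarization as less probe binds the enzyme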
MCL1-BIM inh: MCL1-BIM-BH3 interaction inhibition (human); GST-MCL1 / FITC-Bim-BH3 fluorescence polarization; 320,000 compounds, 0.68% hits; Q07820; inhibition, % at 10.9 µM;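 active means inhibition above the mean inhibition of all tested compounds plus 3 SD, set per campaign, cut at about 40% in these data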;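 further: 0% = DMSO wells and 100% = unlabeled Bim-BH3 peptide control; higher means more loss of mP so more displacement of Bim peptide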
Active calls of the source: *; · = not tested or not shown.

1) Cc1cccc(-c2cc3nc(C)cc(NCCCn4ccnc4)n3n2)c1
2) CCOC(=O)c1cnc(-c2ccccc2)nc1Oc1ccc(OC)cc1
3) CCn1c(SCC(=O)N2CCN(c3ccccc3F)CC2)nnc1-c1ccoc1C
4) O=[N+]([O-])c1ccc(OCc2n[nH]c(=S)n2-c2ccccc2)cc1
5) COc1ccc2c(c1)OC[C@H]1[C@H]2N2C(=O)[C@H](C)NC(=O)[C@@]2(C)[C@H]1c1ccccc1
6) COc1ccc(O)c(/C=N/c2sc(C)c(C)c2C#N)c1
entry no. | 1 | 2 | 3 | 4 | 5 | 6
AGP1-GFP MLPCN | 97.7 | 98.1 | 95.7 | 104.9 | 97.6 | 101.8
GLD-1 RNA inh | 2.6 | 5.1 | 3.1 | 4.0 | -1.1 | 1.7
Bcl-xL primary | 5.2 | 10.3 | -2.6 | -15.8 | 6.6 | 4.0
MEX-5 binding | 1.2 | -3.7 | 2.3 | -0.2 | · | -2.1
GRK2 aptamer HTS | 0.0 | 3.0 | 0.0 | 1.0 | 0.0 | 0.0
VLA-4 inh | 2.8 | -1.1 | 3.5 | -2.1 | 11.3 | 20.9
CIT2 TOR yeast | 97.7 | 95.8 | 92.4 | 112.3 | 90.9 | 96.9
Fam108B counter | 2.3 | -2.9 | -1.9 | 4.5 | · | 6.2
MCL1-BIM inh | 1.4 | -1.5 | 0.3 | -18.4 | 5.9 | 7.0

7) O=C(Nc1cc(S(=O)(=O)N2CCOCC2)ccc1N1CCOCC1)c1cccs1
8) CC(=O)Nc1nc(C)cs1
9) CCOC(=O)C1CCCN(C(=O)c2ccc3oc(Cc4ccccc4)nc3c2)C1 (centres undefined)
10) Cc1nn(-c2ncc(C(F)(F)F)cc2Cl)c(=O)n1-c1ccccc1F
11) CCOC(=O)C1=C(C)NC(=O)NC1c1ccsc1 (centres undefined)
12) CCCC(C)C(=O)Nc1ccc(F)c(Cl)c1 (centres undefined)
entry no. | 7 | 8 | 9 | 10 | 11 | 12
AGP1-GFP MLPCN | 98.3 | 106.9 | 111.6 | 91.6 | 96.0 | 82.5
GLD-1 RNA inh | 1.1 | 0.3 | 1.1 | -2.9 | 6.3 | -6.2
Bcl-xL primary | -0.2 | -3.6 | 0.6 | 2.6 | 5.0 | 1.6
MEX-5 binding | · | 2.6 | -1.6 | -1.6 | -2.4 | 0.8
GRK2 aptamer HTS | 4.0 | 4.0 | 2.0 | 0.0 | 2.0 | 0.0
VLA-4 inh | 9.1 | 17.8 | -4.0 | 7.1 | -0.9 | 6.5
CIT2 TOR yeast | 94.7 | 102.5 | 98.2 | 92.0 | 101.4 | 78.2
Fam108B counter | · | 3.9 | 0.3 | 3.8 | 1.7 | 4.2
MCL1-BIM inh | -4.4 | -7.8 | -13.2 | -1.5 | 4.5 | 9.8

13) CN1CCN(CCC(=O)Nc2cccc(F)c2)CC1
14) O=C(C(Cl)Cl)N1CCN(Cc2ccccc2)CC1
15) CCNc1nc(Oc2c(Cl)cccc2Cl)cc(C(F)(F)F)n1
16) COc1cccc(C(=O)NNC(=O)CCN2CCN(c3ccccc3)CC2)c1
17) CCCCCC(=O)NC(=S)NNC(=O)c1ccc([N+](=O)[O-])cc1
18) CN(C)S(=O)(=O)c1cc(NC(=O)CSc2cccc[n+]2[O-])ccc1Cl
entry no. | 13 | 14 | 15 | 16 | 17 | 18
AGP1-GFP MLPCN | 108.9 | 98.8 | 114.6 | 100.2 | 99.8 | 102.6
GLD-1 RNA inh | -2.4 | 0.8 | 8.4 | 5.0 | 0.8 | -2.5
Bcl-xL primary | -4.8 | 4.8 | 2.0 | · | 9.4 | 2.2
MEX-5 binding | 0.6 | -0.2 | 0.6 | · | · | ·
GRK2 aptamer HTS | 0.0 | 0.0 | 1.0 | 6.0 | 7.0 | 5.0
VLA-4 inh | 4.0 | -8.2 | 0.7 | -2.4 | 7.2 | 5.6
CIT2 TOR yeast | 102.5 | 98.8 | 109.5 | 105.9 | 103.6 | 105.5
Fam108B counter | 3.2 | -2.7 | 2.3 | · | -1.1 | ·
MCL1-BIM inh | -2.4 | -1.5 | 6.5 | · | 12.0 | 3.6

19) O=C(Nc1ccc2[nH]c(=S)sc2c1)Nc1ccccc1F
20) CCc1noc(C)c1C(=O)N1CCC(CCC(=O)Nc2cccc(C)c2)CC1
21) CCc1ccnc(NS(=O)(=O)c2ccc3c(c2)OCCO3)c1
22) COc1ccc(NC(=O)CCCn2c(=O)c3sccc3n(Cc3ccc(C)cc3)c2=O)cc1
23) CNS(=O)(=O)c1ccc2nc(NC(=O)/C=C/c3ccco3)sc2c1
24) Cc1cc(-c2n[nH]c(=S)n2CC(C)C)cs1
entry no. | 19 | 20 | 21 | 22 | 23 | 24
AGP1-GFP MLPCN | 99.1 | 83.7 | 102.5 | 88.1 | 92.5 | 109.3
GLD-1 RNA inh | 4.2 | -2.8 | -1.9 | 3.2 | -1.9 | -6.2
Bcl-xL primary | 9.8 | 2.3 | 4.9 | 2.9 | 2.2 | -9.7
MEX-5 binding | 5.4 | 2.1 | 0.1 | -0.3 | -3.2 | 1.2
GRK2 aptamer HTS | 0.0 | 0.0 | 2.0 | 2.0 | 5.0 | 0.0
VLA-4 inh | 9.6 | 2.5 | 16.0 | 5.4 | 0.3 | -13.6
CIT2 TOR yeast | 109.4 | 87.0 | 89.0 | 84.4 | 90.5 | 122.9
Fam108B counter | 26.1* | -0.9 | 1.3 | -6.6 | -3.8 | -2.1
MCL1-BIM inh | 6.5 | 5.1 | 3.3 | -1.0 | -7.7 | -20.1

25) CCCS(=O)(=O)N1CCC(C(=O)NC2CCCCC2C)CC1 (centres undefined)
26) COc1cc(C(=O)CCN2CCC(c3ccccc3)C2)cc(OC)c1OC (centres undefined)
27) COc1cccc(CNC(=O)c2cccnc2Sc2ccc(C)cc2C)c1
28) COc1cccc(-n2cnc3scc(-c4cccs4)c3c2=O)c1
entry no. | 25 | 26 | 27 | 28
AGP1-GFP MLPCN | 103.3 | 102.4 | 98.6 | 99.0
GLD-1 RNA inh | 3.0 | 2.1 | -13.4 | 8.7
Bcl-xL primary | 2.8 | 1.1 | 0.4 | 5.3
MEX-5 binding | 0.1 | 1.5 | 1.4 | 1.2
GRK2 aptamer HTS | 0.0 | 0.0 | 3.0 | 0.0
VLA-4 inh | 4.7 | 8.2 | 18.1 | -6.6
CIT2 TOR yeast | 99.6 | 105.6 | 95.7 | 97.7
Fam108B counter | 1.9 | -5.3 | 3.6 | -1.4
MCL1-BIM inh | 7.7 | -3.1 | -0.8 | 5.7

Of the compounds above, 5 contain a Cl atom.
10) Cc1nn(-c2ncc(C(F)(F)F)cc2Cl)c(=O)n1-c1ccccc1F
12) CCCC(C)C(=O)Nc1ccc(F)c(Cl)c1 (centres undefined)
14) O=C(C(Cl)Cl)N1CCN(Cc2ccccc2)CC1
15) CCNc1nc(Oc2c(Cl)cccc2Cl)cc(C(F)(F)F)n1
18) CN(C)S(=O)(=O)c1cc(NC(=O)CSc2cccc[n+]2[O-])ccc1Cl
entry no. | 10 | 12 | 14 | 15 | 18
AGP1-GFP MLPCN | 91.6 | 82.5 | 98.8 | 114.6 | 102.6
GLD-1 RNA inh | -2.9 | -6.2 | 0.8 | 8.4 | -2.5
Bcl-xL primary | 2.6 | 1.6 | 4.8 | 2.0 | 2.2
MEX-5 binding | -1.6 | 0.8 | -0.2 | 0.6 | ·
GRK2 aptamer HTS | 0.0 | 0.0 | 0.0 | 1.0 | 5.0
VLA-4 inh | 7.1 | 6.5 | -8.2 | 0.7 | 5.6
CIT2 TOR yeast | 92.0 | 78.2 | 98.8 | 109.5 | 105.5
Fam108B counter | 3.8 | 4.2 | -2.7 | 2.3 | ·
MCL1-BIM inh | -1.5 | 9.8 | -1.5 | 6.5 | 3.6
